From PubChem BioAssay
APEX1 inh = qHTS Assay for Inhibitors of the Human Apurinic/apyrimidinic Endonuclease 1 (APE1) | DNA repair nuclease/redox regulator APEX1 (Homo sapiens), P27695 | recombinant APE1, TAMRA/BHQ-2 abasic DNA cleavage fluorescence | Potency, µM (titrated, usually from 65.8 µM), for the others: at the top dose activity change, negative = inhibition, most hits filed as inhibitors | 0.35% of 350,000 active;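 note: potency is the fitted concentration of half-maximal effect; plate controls were vehicle for no effect and reference inhibitor for full effect; nearly all actives have a fitted effect of over 55% in size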
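Measures dequenching upon AP-site incision of a 5'-TAMRA/3'-BHQ-2 THF-containing duplex, 50 nM; human APE1 0.75 nM after 15 min room-temperature exposure to compound; kinetic three-point read at one-minute spacing.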
RGS4 inhibitor = Inhibitors of Regulator of G Protein Signaling (RGS) 4: qHTS; Transcreener GDP fluorescence polarization, RGS4-accelerated GTP hydrolysis; Potency, µM (top dose mostly 114 µM), without a hit: top-dose activity change, negative = inhibition, actives largely listed as inhibitors; 0.039% of 390,000 active; AID 504845, 2011; note: potency is the fitted concentration of half-maximal effect; % is set by controls: 0 for no effect and ±100 for the full control effect; nearly all actives have a fitted effect of over 75% in size; some results filed as inactive show a strong effect at the top dose
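MLSMR compounds (23 nl, pin-transferred) preincubated 10 min at room temperature with a 500nM (2x) first reagent, then RGS4 at 900nM (2x) plus Transcreener GDP mix added; fluorescence polarization (620/688 nm) read before and after 90 min at 30 °C.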
ALOX12 inh = Primary qHTS assay for inhibitors of human arachidonate 12S-lipoxygenase (ALOX12): Round 2 | 1.1% of 580,000 active | Potency, µM (top dose mostly 108 µM), for inactives: at the top dose activity change, negative = inhibition, most hits filed as inhibitors | Polyunsaturated fatty acid lipoxygenase ALOX12 (Homo sapiens), P18054 | AID 1671190, 2021 | purified 12hLO, xylenol orange hydroperoxide absorbance; note: potency is the fitted concentration of half-maximal effect; % is set by controls: 0 for no effect and ±100 for the full control effect
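Purified human 12hLO at 150 nM in 25 mM Hepes, 0.01% Triton X-100, pH 7.0, preincubated 15 min at room temperature with compound. Reaction started with 40 uM arachidonic acid, 30 min at room temperature. Hydroperoxide measured by Fe-xylenol orange, 573/405 nm absorbance ratio.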
Apoferritin bind = qHTS Assay for Identification of Novel General Anesthetics; 0.074% of 350,000 active; Ferritin light chain (Equus caballus), P02791; Potency, µM (titrated, usually from 77.5 µM), for the others: at the top dose activity change, negative = displacement, actives largely listed as inhibitors; apoferritin/1-aminoanthracene competitive binding, fluorescence; note: potency is the fitted concentration of half-maximal effect; % is set by controls: 0 for no effect and ±100 for the full control effect; nearly all actives have a fitted effect of over 20% in size
Target sequence (P02791 2-175 limits assumed): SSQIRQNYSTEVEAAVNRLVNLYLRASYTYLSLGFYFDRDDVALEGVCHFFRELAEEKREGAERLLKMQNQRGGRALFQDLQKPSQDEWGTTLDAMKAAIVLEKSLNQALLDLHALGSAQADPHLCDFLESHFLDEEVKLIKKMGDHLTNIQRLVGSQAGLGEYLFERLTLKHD
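In PBS, apoferritin at 10 uM is loaded with 1-AMA from a 50% saturated solution. After 10 min of compound exposure at ambient temperature, reduced 535 nm fluorescence indicates probe displacement.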
ERG-DNA inh = qHTS for Small Molecule Inhibitors of the ERG Ets/DNA interaction; Transcriptional regulator ERG (Homo sapiens), P11308; fluorescence polarization, His-ERG Ets domain / labelled DNA; Potency, µM (doses to about 76.9 µM), without a hit: at the top dose FP activity, negative = inhibition, usual class: inhibitors; 0.028% of 370,000 active; AID 624246, 2012; active = well fitted inhibition curve with a large enough effect in the polarisation, with a control signal flat; inconclusive = small, poorly fitted or top-dose-only effect, or effect the other way, or a change in a side signal; inactive = no such curve, though single readings can be large or run the other way; the % refers to the polarisation;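 note: polarization taken with two DNA probes labelled with fluorescein and Texas red; potency is the fitted concentration of half-maximal effect; % of control where 0% means no effect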
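His-tagged ERG Ets domain (1 uM in the protein solution; 300mM KCl, 50mM Tris-HCl, 1mM EDTA, 1mM DTT, pH 7.5) received compound, then a probe mix of 5 nM fluorescein-DNA and 100nM Texas-615-DNA. Fluorescence polarization was read for both dyes.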
Pol eta inh = qHTS for Inhibitors of Polymerase Eta; recombinant Pol eta, fluorescent DNA replication assay; 1.2% of 390,000 active; DNA polymerase eta (Homo sapiens), Q9Y253; Potency, µM (top dose mostly 114 µM), for inactives: at the highest dose activity change, negative = inhibition, usual class: inhibitors; AID 588591, 2011; note: potency is the fitted concentration of half-maximal effect; % is set by controls: 0 for no effect and ±100 for the full control effect
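Fluorescent replication assay: 50 nM final substrate added after a 15 min room-temperature compound preincubation with 10 nM enzyme. Signal taken at 0 min and again at 10 min.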
Pol kappa inh = qHTS for Inhibitors of Polymerase Kappa. 0.53% of 400,000 active. AID 588579, 2011. purified Pol kappa, fluorescent DNA synthesis assay, 10 min. DNA polymerase kappa (Homo sapiens), Q9UBT6. Potency, µM (top dose mostly 107 µM), for the others: at the top dose activity, negative = inhibition, most hits filed as inhibitors; note: potency is the fitted concentration of half-maximal effect; % is set by controls: 0 for no effect and ±100 for the full control effect
Target sequence (Q9UBT6 whole entry, looked up): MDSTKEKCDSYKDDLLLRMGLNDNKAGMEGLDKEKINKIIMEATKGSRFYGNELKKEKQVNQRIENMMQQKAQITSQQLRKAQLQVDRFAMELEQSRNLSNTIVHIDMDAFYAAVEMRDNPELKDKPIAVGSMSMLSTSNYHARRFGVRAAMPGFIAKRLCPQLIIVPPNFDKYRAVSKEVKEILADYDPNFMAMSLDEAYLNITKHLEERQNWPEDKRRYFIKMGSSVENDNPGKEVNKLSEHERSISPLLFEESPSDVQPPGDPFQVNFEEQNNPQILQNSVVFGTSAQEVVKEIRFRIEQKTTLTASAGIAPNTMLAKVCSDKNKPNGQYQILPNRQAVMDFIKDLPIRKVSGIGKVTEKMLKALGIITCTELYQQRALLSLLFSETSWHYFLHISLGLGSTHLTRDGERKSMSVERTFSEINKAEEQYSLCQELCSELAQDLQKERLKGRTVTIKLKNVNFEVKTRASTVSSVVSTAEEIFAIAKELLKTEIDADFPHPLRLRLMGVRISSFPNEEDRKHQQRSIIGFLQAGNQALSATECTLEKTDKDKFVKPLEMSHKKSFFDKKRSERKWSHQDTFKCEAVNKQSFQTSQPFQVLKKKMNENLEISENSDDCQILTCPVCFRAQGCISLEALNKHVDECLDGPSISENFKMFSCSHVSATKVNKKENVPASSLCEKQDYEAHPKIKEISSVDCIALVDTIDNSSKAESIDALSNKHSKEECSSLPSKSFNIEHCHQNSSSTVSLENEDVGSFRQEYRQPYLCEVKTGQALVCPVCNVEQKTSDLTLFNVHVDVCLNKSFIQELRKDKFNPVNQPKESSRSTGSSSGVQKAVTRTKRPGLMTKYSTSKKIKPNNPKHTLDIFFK
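First, compounds were pin-transferred onto 10 nM Pol kappa. After 15 min at room temperature, substrate was added to 50 nM final. Fluorescence was then measured kinetically at 0 and 10 min.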
POLB inh = qHTS Assay for Inhibitors of DNA Polymerase Beta; Pol beta primer extension/strand displacement, fluorescence kinetic; AID 485314, 2010; Potency, µM (series often up to 114 µM), inactives show at the highest dose activity change, negative = inhibition, actives largely listed as inhibitors; 1.3% of 340,000 active; P06746; note: potency is the fitted concentration of half-maximal effect; % is set by controls: 0 for no effect and ±100 for the full control effect
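Human Pol beta at 10 nM; strand-displacement substrate 50 nM final. Compound exposure 15 min at room temperature before start, reaction 10 min at room temperature.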
LDHA block = qHTS assay for inhibitors of human lactate dehydrogenase. activity change, % (values are at about 110 or 230 µM). purified LDHA, NADH/diaphorase-resazurin fluorescence; stronger effect = lower value. 0.15% of 480,000 active. L-lactate dehydrogenase A chain (Homo sapiens), P00338; in the data active = activity change below about -30%; inconclusive = mostly about -25% to -30%;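 note: plate controls were DMSO wells for no effect and wells without enzyme for full effect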
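Remaining NADH was detected by diaphorase (0.133 mg/mL) converting 37 µM resazurin to fluorescent resorufin, read at 0 and 20 minutes. The preceding 5-minute room-temperature reaction used 2 nM LDHA, 0.2 mM sodium pyruvate and 0.06 mM NADH at pH 7.4.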
Active calls of the source: *; ? = inconclusive; . = not tested or not shown; [ ] = another dose, or the depositor's remark. Unless noted, calls come from the whole dose curve; as a rule, active = well fitted curve in the direction sought with a large enough effect; inconclusive = small, poorly fitted or top-dose-only effect, or another doubt; inactive = no such curve, though single readings can be large; an effect the other way counts as inactive or inconclusive.

No. | APEX1 inh | RGS4 inhibitor | ALOX12 inh | Apoferritin bind | ERG-DNA inh | Pol eta inh | Pol kappa inh | POLB inh | LDHA block | Structure
1 | . | -2% | 2% | -2% | 3% | -20% | 15% | -12% | -2 | CC1CCN(C(=O)Cn2c(=O)n(CCCCCC(=O)NCc3ccccc3Cl)c(=O)c3sccc32)CC1
2 | -1% | -14% | 0% | -10% | -7% | -19% | -10% | 12% | 0 | Cc1cccc(NC(=O)N(Cc2nc3ccccc3c(=O)[nH]2)C2CCCC2)c1
3 | 1% | -28%[11.4 µM] | -1% | -7% | -3% | -15% | -5% | 15% | 0 | C=C(c1ccc(OCCO)cc1)c1ccc(OCCO)cc1
4 | -2% | 16% | 3% | -12% | 0% | -19% | 1% | 0% | -3 | CC(=O)Nc1ccc(S(=O)(=O)N2CCN(c3ccccn3)CC2)cc1
5 | -2% | -7% | ? | 13% | 1% | -10% | 11% | 20% | 0 | CC(C)N1CCN(CC2COc3ccccc3O2)CC1 (stereo not given)
6 | -10% | ? | ? | -7% | -8% | -14% | 4% | 2% | -8 | Cc1ccc(C)c2nc(N3CCCC3)c(C#N)cc12
7 | -3% | -5% | -11% | -7% | -8% | 9% | 5% | 4% | -3 | CC1=CCP(=O)(c2ccccc2)C1 (stereo not given)
8 | -8% | -12% | -1% | -13% | -2% | 0% | -15% | 4% | -2 | O=C(CNC(=O)c1ccc(Cl)cc1Cl)NCC(=O)Nc1ccccc1N1CCOCC1
9 | 13% | -27% | 18% | -21% | -2% | 4% | 0% | 32% | -9 | CC1=NN(Cc2ccccc2)C(=O)C1C(c1ccccc1)C(C#N)C#N (stereo not given)
10 | 1% | 6% | 146%[activator] | . | 5% | -19% | 0% | . | -1 | Cc1c(NC(=O)C(C)Sc2nccn2C)c(=O)n(-c2ccccc2)n1C (stereo not given)
11 | -6% | 31% | 3% | -13% | 4% | -11% | -9% | -1% | -5 | CCS(=O)(=O)c1ccc(O)c(NC(=O)/C=C/c2ccc(Cl)cc2)c1
12 | . | 0% | 5% | -17% | 0% | -10% | -4% | 8% | -4 | Cc1ccc(Cn2cc(S(=O)(=O)c3ccccc3)c(=O)c3cc(F)c(N4CCOCC4)cc32)cc1
13 | . | -45% | 1% | 41%[activator] | 4% | -11% | -6%[60.1 µM] | -12% | -2 | COc1ccc(S(=O)(=O)c2c(Nc3ccc(C)cc3)sc(C(=O)c3ccc4c(c3)OCO4)c2N)cc1
14 | 4% | -13% | -12% | -9% | 1% | -30% | -8% | -18% | 1 | Cc1cc(C)cc(N(C(=O)c2snc(C(N)=O)c2N)C(C(=O)NCC2CCCO2)c2cccs2)c1 (stereo not given)
15 | -8% | -7% | 1% | 1% | -5% | -17% | 5% | 1% | -7 | O=C(c1ccco1)N1CCC(c2nc3c(nnn3Cc3c(Cl)cccc3Cl)c(=O)[nH]2)CC1
16 | 19% | 5% | 0% | -5% | 10% | 5% | -1% | 11% | -3 | O=C(c1ccc(O)c(Cl)c1)N1CCN(S(=O)(=O)c2ccccc2)CC1
17 | 0% | 6% | 30% | -10% | -2% | -21% | -1% | -23% | 0 | CCOc1ccccc1NC(=S)N1CCN(c2cccc(OC)c2)CC1
18 | -6% | 13% | 0% | 7% | ? | 20µM* | -66% | -80% | 2 | O=C(O)CNc1ccccc1C(=O)O
19 | 1% | 0% | -2% | 4% | 7% | -13% | -2% | 2% | 3 | COc1ccc(OC)c(S(=O)(=O)N(C)CC(=O)Nc2ccc3c(c2)OCO3)c1
20 | -1% | 16% | 15% | 2% | 8% | -3% | 3% | 5% | -9 | CC(C)Sc1nc2ncnc(N)c2[nH]1
21 | -2% | 10% | 16% | 1% | 2% | -8% | 0% | 2% | -4 | Cc1ccc(-c2oc3ncnc(N)c3c2-c2ccc(C)cc2)cc1
22 | -10% | ? | ? | ? | -3% | 3% | -22% | 4% | -8 | CC1(C)CC(=O)C2=C(C1)OC1=C(C(=O)CC(C)(C)C1)C2c1cc([N+](=O)[O-])cc([N+](=O)[O-])c1O
23 | 6% | -6% | 8% | -13% | -3% | -3% | -22% | 24% | -9 | COc1ccc(NC(=O)C(NC(=O)c2ccc(=O)[nH]c2)c2ccc(C)cc2)cc1 (stereo not given)
24 | -7% | -24% | -1% | -4% | -13% | -4% | -13% | -17% | -4 | O=C(N/N=C/c1cccc(O)c1)N/N=C/c1cccc(O)c1
25 | 2% | -13% | -10% | -2% | . | 12% | 5%[60.1 µM] | 41% | -1 | CCC(C)OC(=O)n1ccc(C(=O)Nc2nccs2)n1 (stereo not given)
26 | -3% | -1% | -1% | -5% | 4% | -9% | -5% | 0% | -4 | C/C(=N\NC(=O)C(N)=O)c1ccc(NC(=O)c2cccs2)cc1
27 | 1% | 10% | ? | ? | -5% | -9% | -8% | 2% | 2 | CCN(c1ccc(NC(=O)COC(=O)c2ccc(C)s2)cc1)C(C)C
28 | 23% | -19% | 30% | . | 15% | ? | -8% | . | -5 | O=C(c1ccc(-c2ccc([N+](=O)[O-])cc2)o1)N1CCN(S(=O)(=O)c2cccs2)CC1
29 | 8% | 2% | ? | -8% | -7% | -18% | -1% | -10% | -1 | Cc1cnc(C(=O)OCC(=O)Nc2ccc(C)c(S(=O)(=O)N(C)C)c2)cn1
30 | -3% | -46% | -15% | ? | 7% | -19% | 1% | 16% | -3 | CCN(CC)C(=S)NC(=O)C12CC3CC(CC(C3)C1)C2

In the list so far, these have an NH in an aromatic ring:
No. | APEX1 inh | RGS4 inhibitor | ALOX12 inh | Apoferritin bind | ERG-DNA inh | Pol eta inh | Pol kappa inh | POLB inh | LDHA block | Structure
2 | -1% | -14% | 0% | -10% | -7% | -19% | -10% | 12% | 0 | Cc1cccc(NC(=O)N(Cc2nc3ccccc3c(=O)[nH]2)C2CCCC2)c1
15 | -8% | -7% | 1% | 1% | -5% | -17% | 5% | 1% | -7 | O=C(c1ccco1)N1CCC(c2nc3c(nnn3Cc3c(Cl)cccc3Cl)c(=O)[nH]2)CC1
20 | -1% | 16% | 15% | 2% | 8% | -3% | 3% | 5% | -9 | CC(C)Sc1nc2ncnc(N)c2[nH]1
23 | 6% | -6% | 8% | -13% | -3% | -3% | -22% | 24% | -9 | COc1ccc(NC(=O)C(NC(=O)c2ccc(=O)[nH]c2)c2ccc(C)cc2)cc1 (stereo not given)

Additional structures
No. | APEX1 inh | RGS4 inhibitor | ALOX12 inh | Apoferritin bind | ERG-DNA inh | Pol eta inh | Pol kappa inh | POLB inh | LDHA block | Structure
31 | -7% | -25% | -5% | -10% | 6% | -15% | -12% | 5% | -3 | CCOc1ccc(N2C(=O)CN(c3cccc4ccccc34)C2=S)cc1
32 | 0% | -13% | 0% | -4% | 0% | -6% | -3% | 7% | -7 | CNC(=O)c1cc(C(=O)c2ccc(C(F)(F)F)cc2F)c[nH]1
33 | 16% | 1% | ? | . | -4% | -7% | 8% | . | 0 | COc1ccc(NC(=O)N(C)C[C@H]2Oc3ccc(NC(=O)Cc4ccccc4)cc3CC(=O)N([C@H](C)CO)C[C@H]2C)cc1
34 | -14% | -9% | 0% | 8% | 3% | -11% | -8% | 1% | 5 | Cc1ccc(CSCc2ccc(C(=O)NCCC(C)C)o2)cc1
35 | -7% | -1% | -29% | ? | -5% | -28% | 4% | ? | 2 | Cc1[nH]c(N=Nc2ccccc2)nc1N=Nc1ccccc1
36 | 54%[activator] | 2%[56.9 µM] | -16% | -8% | -14% | -6% | 12% | -28% | -1 | O=c1ccc(-c2ccc(S(=O)(=O)Nc3cccc([N+](=O)[O-])c3)s2)n[nH]1
37 | -13% | -10% | -12% | ? | -1% | 20µM* | ? | 8.9µM* | 2 | Cc1cc(SCC(=O)N/N=C/c2ccc(O)c(O)c2)nc2ccccc12
38 | 3% | 0% | 0% | -19% | 2% | -5% | -8% | 3% | 3 | Cc1cccc(OCC(=O)NC(=S)Nc2ccc(S(=O)(=O)NC3CCCCC3)cc2)c1
39 | ? | 3% | -6% | -7% | -11% | -16% | 1% | 32% | -1 | Cc1nn2cnnc2c(C)c1Cc1ccc(Cl)cc1
40 | -9% | -35% | ? | 8% | -1% | -7% | 14% | 63% | -1 | C[C@]12CCC(O)CC1=CCC1C2CC[C@]2(C)/C(=N\NC(N)=S)CCC12 (stereo not given in full)
41 | 2% | -34% | 0% | -2% | 0% | -9% | 7% | -7% | -4 | CCCCCCn1c(SCCCC)nc2c1c(=O)[nH]c(=O)n2C
42 | . | 9% | -14% | 5% | -5% | -14% | -1% | 8% | 0 | COc1ccc(N2CCN(C(=O)c3cc4c(s3)-c3c(C)cccc3OC4)CC2)cc1
43 | -1% | 3% | 0% | 3% | 9% | -1% | -6% | 0% | -4 | Cc1cc(C)c(NC(=O)c2ccc(CN3CCc4ccccc4C3)cc2)c(C)c1
44 | . | -22% | 0% | . | 18% | -7% | -1% | . | -3 | CC(NC(=S)NC(=O)c1ccccc1)c1ccccc1 (stereo not given)

Some of the compounds tested; count on the stated rates, not on these rows.
